# Growth percent in the NCI-60 one-dose screen (48 h, 10 µM unless noted): 100 = growth as untreated, 0 = no growth, -100 = all killed.
# HCC-2998 = HCC-2998 colon cancer; 4.7% of 79,000 active; AID 1794799
# SW-620 = SW-620 colon cancer; 5.2% of 82,000 active
# SF-295 = SF-295 CNS cancer cells | AID 1794758 | 5.6% of 79,000 active
# SNB-19 = SNB-19 CNS cancer cells; 2.5% of 81,000 active; AID 1794751
# SF-539 = SF-539 CNS cancer. 6.8% of 81,000 active. AID 1794752
# SNB-75 = SNB-75 CNS cancer; AID 1794750; 5% of 79,000 active
# SF-268 = SF-268 CNS cancer cells; 3.1% of 82,000 active; AID 1794759
# KM12 = KM12 colon cancer cells; 5% of 82,000 active
# HT29 = HT29 colon cancer; 7.4% of 81,000 active; AID 1794748
# The depositor's hits bear a star; · = no result given; & = joins results of further samples. The calls were made as follows: active = growth percent below 10; inactive = the rest.
1. O=C(CCN1C(=O)/C(=C/c2ccccc2)SC1=S)NCCN1CCOCC1
2. COc1cccc(/C=C2\Oc3cc(C)c(Cl)c(C)c3C2=O)c1
3. COc1ccc(/C=C/[C@H]2O[C@@H](C)[C@H](O)[C@@H]2O)c(OC)c1
4. CCN(CC)c1ccc(/C=C2/SC(=O)NC2=O)c(O)c1
5. N#C/C(=C\c1ccc(-c2ccccc2Cl)o1)C(=O)Nc1ncc(Cc2cc(Cl)ccc2Cl)s1
compound no.,1,2,3,4,5
HCC-2998,99,106,108,105,99
SW-620,103,98,113,95,66
SF-295,93,94,96,98,85
SNB-19,93,97,104,90,83
SF-539,93,93,117,107,112
SNB-75,93,79,82,114,100
SF-268,94,99,117,98,93
KM12,99,96,114,86,94
HT29,105,102,103,102,92

# Laid out differently: results already given.
nr	SMILES	HCC-2998	SW-620	SF-295	SNB-19	SF-539	SNB-75	SF-268	KM12	HT29
2	COc1cccc(/C=C2\Oc3cc(C)c(Cl)c(C)c3C2=O)c1	106	98	94	97	93	79	99	96	102
3	COc1ccc(/C=C/[C@H]2O[C@@H](C)[C@H](O)[C@@H]2O)c(OC)c1	108	113	96	104	117	82	117	114	103

# The list goes on:
6. COc1ccc(-c2cn(Cc3cc4ccccc4s3)nn2)cc1OCCN1CCCCC1
7. CC(C)(C)c1ccc(/C=N/NC(=O)c2ccc(-n3cc(-c4ccccc4)nn3)cc2)cc1
8. COc1ccc(C(=O)CSc2n[nH]c(-c3ccncc3)n2)cc1
9. CS(=O)(=O)Nc1cc(-c2ccc3ncc(C#N)c(NCc4ccccc4O)c3c2)cnc1Cl
10. COc1ccc(-c2nc3sccn3c2-c2ccnc(NCCNS(=O)(=O)c3ccc(C(F)(F)F)cc3)n2)cc1
compound no.,6,7,8,9,10
HCC-2998,57,97,·,-1.7*,24
SW-620,91,100,102,9.2*,34
SF-295,71,96,95,-14*,-28*
SNB-19,86,96,91,12,34
SF-539,80,94,90,-15*,0.6*
SNB-75,84,95,70,32,30
SF-268,71,103,91,6.4*,0.2*
KM12,87,103,108,10,4.4*
HT29,20,101,101,16,15

11. CC1(C)CCc2cc(-c3ccn(S(=O)(=O)c4ccccc4)n3)ccc2O1
12. CC(=O)CC(=O)Nc1cccnc1
13. CCN(CC)CCCCCCNc1cccc2cc(Br)cnc12
14. Cc1nn(-c2ccccc2)c2nc(C)n(/N=C/c3cccc([N+](=O)[O-])c3)c(=O)c12
15. C/C(=C\N1CCCCC1)C1CCC2C3CCC4=CC(=O)CCC4(C)C3CCC12C (configuration not stated)
compound no.,11,12,13,14,15
HCC-2998,83,106,88,100,107
SW-620,71,104,56,97,94
SF-295,81,93,85,88,103
SNB-19,94,105,107,98,103
SF-539,93,96,94,95,97
SNB-75,79,93,92,80,92
SF-268,85,107,75,99,83
KM12,71,105,66,99,97
HT29,·,103,17,108,84

16. NC(N)=N/N=C/c1ccc[nH]1
17. CSc1ccc(C(=NNS(=O)(=O)c2ccc(C)cc2)c2ccc(F)cc2)cc1
18. COc1cccc(C(C)=O)c1O
19. O=S(=O)(O)C1CC(S(=O)(=O)O)NC(S(=O)(=O)O)C1 (configuration not stated)
20. O=C1c2ccccc2C2=Cc3ccccc3C(O)N12 (configuration not stated)
compound no.,16,17,18,19,20
HCC-2998,94,101,103,116,116
SW-620,105,102,103,100,107
SF-295,112,98,102,114,92
SNB-19,104,98,102,101,103
SF-539,109,95,97,95,87
SNB-75,92,101,84,94,97
SF-268,·,100,95,108,96
KM12,115,102,101,107,105
HT29,100,107,104,103,89

21. COC(=O)[C@]12CC[C@@H](C(C)=O)[C@@H]1[C@H]1CC[C@@H]3[C@@]4(C)C/C(=C/c5cccnc5)C(=O)C(C)(C)[C@@H]4CC[C@@]3(C)[C@]1(C)CC2
22. N#Cc1c(Cl)nc(SCc2ccc([N+](=O)[O-])cc2)nc1-c1ccc(F)cc1
23. COc1cc2nc(NC3CC3)nc(NC3CCNCC3)c2cc1OC
24. COC(=O)[C@@H](Cc1ccccc1)NC(=O)[C@H](Cc1ccccc1)NCc1cccc(O)c1
25. COc1ccc(C(=O)/C=C/c2cc(C(=O)c3cc(OC)c(OC)c(OC)c3)ccc2OC)cc1
compound no.,21,22,23,24,25
HCC-2998,76,109,93,109,93
SW-620,25,89,65,105,14
SF-295,75,88,92,107,98
SNB-19,68,98,92,94,54
SF-539,81,84,91,104,55
SNB-75,110,125,47,93,67
SF-268,69,87,79,101,59
KM12,61,81,89,98,41
HT29,17,48,68,85,28

26. Cc1cc(OC(=O)Nc2ccccc2)ccc1Cl
27. CCOC(=O)C(=CNC(=S)Nc1ccc(OCC)cc1)C(=O)OCC
28. CCC1CCc2nc3sc(C(=O)Nc4cccc(C)c4)c(N)c3cc2C1 (configuration not stated)
29. C=C1CCC2C3(C)COC(c4c(OC)cccc4OC)OC3CCC2(C)C1C/C=C1/C(=O)OCC1O (configuration not stated)
30. O=S(=O)(NCCNc1cc(-c2cn(-c3ccccc3)nc2-c2ccccc2)ccn1)c1cccc2ccccc12
compound no.,26,27,28,29,30
HCC-2998,95,91,100,113,56
SW-620,104,103,53,16,63
SF-295,95,104,70,85,36
SNB-19,99,108,86,77,67
SF-539,97,103,73,67,57
SNB-75,76,92,71,51,59
SF-268,99,101,78,67,55
KM12,94,100,48,9.4*,42
HT29,87,96,48,·,24

31. O=C(Cc1cccc([N+](=O)[O-])c1)Nc1ccccc1
32. CCS(=O)(=O)c1ncnc2nc[nH]c12
33. O=C(NCCNc1nccc(-n2ccc3cccnc32)n1)c1c(F)cccc1F
34. CSC1SCC2C(=O)N(C)C(C(C)C)C(=O)OCC(NC(=O)c3cnc4ccccc4n3)C(=O)NC(C)C(=O)N(C)C1C(=O)N(C)C(C(C)C)C(=O)OCC(NC(=O)c1cnc3ccccc3n1)C(=O)NC(C)C(=O)N2C (configuration not stated)
35. ClC(Cl)(Cl)c1nc2ccccc2s1
compound no.,31,32,33,34,35
HCC-2998,103,107,113,-80*,108
SW-620,105,100,103,1.3*,98
SF-295,102,100,102,-22*,83
SNB-19,108,98,103,-13*,94
SF-539,119,95,105,-53*,100
SNB-75,89,91,·,-80*,73
SF-268,114,104,101,-2.4*,91
KM12,112,108,105,-5.7*,98
HT29,·,93,107,2.7*,103

36. CCC(C)C1NC(=O)C(CCNCS(=O)(=O)O)NC(=O)C(NC(=O)C(CCNCS(=O)(=O)O)NC(=O)C(NC(=O)C(CCNCS(=O)(=O)O)NC(=O)CCCCC(C)C)C(C)O)CCNC(=O)C(C(C)O)NC(=O)C(CCNCS(=O)(=O)O)NC(=O)C(CCNCS(=O)(=O)O)NC(=O)C(C(C)CC)NC1=O (configuration not stated)
37. O=C(Nc1cc(Cl)cc(Cl)c1)OC1CC2CC1C1CC3OC3C21 (configuration not stated)
38. COc1cc(-c2cc(-n3nnnc3-c3ccccc3)no2)cc(OC)c1OC
39. Cn1cc(C(=O)Nc2cc(C(=O)NCCC(=N)N)cn2C)cc1NC(=O)CN=C(N)N
40. CCOC(=O)c1cc(C(=O)c2ccc(OC)c(OC)c2)n2cnc(-c3ccc(Cl)cc3)cc12
compound no.,36,37,38,39,40
HCC-2998,65,104,·,93,96
SW-620,35,103,103,111,91
SF-295,87,92,85,93,99
SNB-19,55,103,108,105,103
SF-539,27,104,·,106,94
SNB-75,49,100,81,86,83
SF-268,73,105,110,114,100
KM12,·,95,106,116,102
HT29,17,88,105,110,85

41. CCN(CC)c1ccc(/C=C/C(=O)c2cccc(NS(C)(=O)=O)c2)cc1
42. Cc1ccc(NC(=S)NNC(=S)NNc2ccccc2)cc1C
43. CCCOC(=O)N1CCCCC1
44. COc1nccnc1NS(=O)(=O)c1ccc(N)cc1
45. c1ccc2oc(Sc3ncnn3-c3nc4ccccc4o3)nc2c1
compound no.,41,42,43,44,45
HCC-2998,23,123,102,124,114
SW-620,22,106,110,101,118
SF-295,47,109,108,95,100
SNB-19,75,106,108,97,94
SF-539,41,103,104,97,·
SNB-75,48,107,100,120,80
SF-268,61,55,106,117,103
KM12,17,91,123,127,110
HT29,5.4*,104,101,119,129

46. COC(=O)c1nc(-c2ccccc2)oc1S(=O)(=O)NCC(c1ccc(Cl)cc1)N1CCCCC1 (configuration not stated)
47. C[C@]12CC(=O)C[C@@H]1C[C@H]1CC[C@]3(C)CC4(C[C@H]3C[C@H]1C2)SCCS4(=O)=O (some centres not stated)
48. Cc1ccc([N+](=O)[O-])c(O)c1
49. CCCCC1(CC)COC(c2ccc(Cl)cc2)OC1 (configuration not stated)
50. C=CC(C)(C)n1cc(C2=C(O)C(=O)C(c3cn(C(C)(C)C=C)c4ccccc34)=C(O)C2=O)c2ccccc21
compound no.,46,47,48,49,50
HCC-2998,117,103,118,101,·
SW-620,36,104,105,97,105
SF-295,102,97,112,100,84
SNB-19,81,98,107,100,80
SF-539,88,87,105,101,77
SNB-75,79,·,88,93,68
SF-268,83,100,96,96,75
KM12,81,89,103,98,100
HT29,46,88,103,101,99

# Reprinted from the part before: four entries, then new ones.
47. C[C@]12CC(=O)C[C@@H]1C[C@H]1CC[C@]3(C)CC4(C[C@H]3C[C@H]1C2)SCCS4(=O)=O (some centres not stated)
48. Cc1ccc([N+](=O)[O-])c(O)c1
49. CCCCC1(CC)COC(c2ccc(Cl)cc2)OC1 (configuration not stated)
50. C=CC(C)(C)n1cc(C2=C(O)C(=O)C(c3cn(C(C)(C)C=C)c4ccccc34)=C(O)C2=O)c2ccccc21
51. Cc1ccc(S(=O)(=O)N/N=C2\CCCc3ccccc32)cc1
52. CN1CCN(CCCn2c(=O)c3sc4ncccc4c3n3nnc(-c4ccccc4)c23)CC1
53. CC1(C)CC(=O)C2=C(C1)N(Cc1ccc(C(=O)O)cc1)C1=C(C(=O)CC(C)(C)C1)C2c1ccc([N+](=O)[O-])cc1
54. N#CCCC(C#N)(C#N)CCC#N
55. Cc1ccc(S(=O)(=O)C/C(=N/NC(=O)c2ccc(S(N)(=O)=O)cc2)c2cc3ccccc3oc2=O)cc1
compound no.,47,48,49,50,51,52,53,54,55
HCC-2998,103,118,101,·,108,-5.8*,107,105,98
SW-620,104,105,97,105,101,-65*,103,110,102
SF-295,97,112,100,84,104,-76*,104,94,101
SNB-19,98,107,100,80,95,23,106,115,98
SF-539,87,105,101,77,108,-90*,112,101,100
SNB-75,·,88,93,68,92,-25*,98,106,94
SF-268,100,96,96,75,102,-11*,111,110,104
KM12,89,103,98,100,111,16,111,101,109
HT29,88,103,101,99,115,-54*,110,103,103

56. O=c1cccn[nH]1
57. CCOC(=O)/C=C/CCCC1CCCCC1
58. COc1ccc(C(=O)C(C)C(C)=O)c(OCc2ccccc2)c1OC (configuration not stated)
59. COc1ccc(CCn2c(=O)sn(CCCl)c2=O)cc1
60. O=C1NCCOc2ccccc21
compound no.,56,57,58,59,60
HCC-2998,·,108,104,98,118&111
SW-620,110,103,101,104,111&105
SF-295,·,105,103,103,103
SNB-19,96,103,102,99,102&111
SF-539,100,102,92,103,102&112
SNB-75,82,88,87,96,108&103
SF-268,99,96,97,99,106&105
KM12,110,96,104,99,109&100
HT29,109,102,105,99,121&105

61. OCC1OC(n2ccc3c2ncn2ncnc32)C(O)C1O (configuration not stated)
62. Nc1ncnc2c1cnn2C1CCCCC1
63. CC(O)(CO)CCl (configuration not stated)
64. CN(C)c1ccc(O)cc1
65. COC(=O)CCC1=C(C)/C(=C/c2[nH]c(-c3ccc[nH]3)cc2OC)N=C1C
compound no.,61,62,63,64,65
HCC-2998,29,98,108,104,9.8*
SW-620,26,107,104,92,9.0*
SF-295,44,97,103,115,-30*
SNB-19,50,99,102,98,45
SF-539,34,94,105,112,19
SNB-75,59,104,103,123,-32*
SF-268,47,101,100,112,22
KM12,28,106,107,113,5.5*
HT29,14,100,103,106,·

# One compound at a time (already shown):
# OCC1OC(n2ccc3c2ncn2ncnc32)C(O)C1O (configuration not stated) is entered as HCC-2998 = 29; SW-620 = 26; SF-295 = 44; SNB-19 = 50; SF-539 = 34; SNB-75 = 59; SF-268 = 47; KM12 = 28; HT29 = 14
# COC(=O)CCC1=C(C)/C(=C/c2[nH]c(-c3ccc[nH]3)cc2OC)N=C1C is entered as HCC-2998 = 9.8*; SW-620 = 9.0*; SF-295 = -30*; SNB-19 = 45; SF-539 = 19; SNB-75 = -32*; SF-268 = 22; KM12 = 5.5*; HT29 = ·

# Continuation:
66. O=S(=O)(O)c1cc(O)c2ccccc2c1
67. Cc1[nH]n(C(=O)c2ccncc2)c(=O)c1N=Nc1ccc(F)c(Cl)c1
68. c1ccc2c3c(ccc2c1)Sc1c(ccc2ccccc12)N3
69. CC(C)CN(CC(C)C)C(=O)CCl
compound no.,66,67,68,69
HCC-2998,97,110,73,90
SW-620,101,100,88,109
SF-295,113,91,70,104
SNB-19,104,99,82,102
SF-539,96,97,68,103
SNB-75,94,92,46,108
SF-268,106,94,62,93
KM12,102,105,72,100
HT29,102,109,70,100

# Screens from PubChem.
